Assay outcomes (PubChem BioAssay)
GC-B act: GC-B (human) receptor activation; HEK293-GC-B cells, CNP EC30, cGMP TR-FRET; 0% at EC30 CNP, 100% saturating CNP; P20594; 0.11% of 370,000 active; activation, % at 10 µM;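 active = activation at 10 µM reaching about 35% in either raw or pattern-adjusted values, limit read from the data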
GC-A act: GC-A (human) enzyme activation; P16066; HEK293 GC-A cells, cGMP TR-FRET, EC30 ANP; 0% at EC30 ANP, 100% saturating ANP; activation, % at 10 µM; 0.14% of 370,000 active; in the data active = activation above about 40%
Target sequence (P16066 whole entry, looked up): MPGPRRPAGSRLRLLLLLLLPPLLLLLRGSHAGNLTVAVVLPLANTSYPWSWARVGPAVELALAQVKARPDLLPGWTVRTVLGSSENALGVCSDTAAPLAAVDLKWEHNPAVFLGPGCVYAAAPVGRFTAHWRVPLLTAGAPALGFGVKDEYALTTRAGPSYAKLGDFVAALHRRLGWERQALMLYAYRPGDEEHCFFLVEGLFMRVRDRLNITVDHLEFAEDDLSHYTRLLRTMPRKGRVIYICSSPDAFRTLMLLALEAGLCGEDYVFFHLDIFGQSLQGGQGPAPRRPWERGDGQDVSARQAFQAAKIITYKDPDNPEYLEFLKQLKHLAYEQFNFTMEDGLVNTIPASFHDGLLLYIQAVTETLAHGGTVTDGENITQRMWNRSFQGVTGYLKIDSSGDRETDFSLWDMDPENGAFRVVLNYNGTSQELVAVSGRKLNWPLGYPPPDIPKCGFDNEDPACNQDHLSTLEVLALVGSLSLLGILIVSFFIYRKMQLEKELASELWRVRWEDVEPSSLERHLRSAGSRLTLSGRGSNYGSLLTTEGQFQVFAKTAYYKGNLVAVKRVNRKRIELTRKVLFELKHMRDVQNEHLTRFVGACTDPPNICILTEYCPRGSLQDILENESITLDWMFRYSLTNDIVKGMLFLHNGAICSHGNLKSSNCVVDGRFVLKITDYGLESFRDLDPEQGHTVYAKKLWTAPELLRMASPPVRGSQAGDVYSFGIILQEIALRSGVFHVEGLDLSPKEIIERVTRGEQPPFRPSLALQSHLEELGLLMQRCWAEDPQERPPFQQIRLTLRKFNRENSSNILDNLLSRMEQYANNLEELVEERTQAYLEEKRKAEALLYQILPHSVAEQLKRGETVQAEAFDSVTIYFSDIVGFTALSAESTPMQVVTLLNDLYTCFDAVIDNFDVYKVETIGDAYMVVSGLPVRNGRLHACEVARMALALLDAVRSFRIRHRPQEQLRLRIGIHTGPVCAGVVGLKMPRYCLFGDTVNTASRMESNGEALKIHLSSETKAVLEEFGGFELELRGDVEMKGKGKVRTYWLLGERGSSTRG
hcDAF-12 act: activators of H. contortus DAF-12 nuclear receptor; 1.4% of 370,000 active; activation, % at 6.8 µM; HEK293 hcDAF-12 lit1-tk-luc reporter, luminescence; 0% DMSO, 100% Δ7-dafachronic acid;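 active = activation above the mean of all tested compounds plus 3 SD, cut at about 5.5% in these data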;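 note: 100% = response to 3 µM Δ7-dafachronic acid high control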
sPLA2-III inh: Inhibits HGIII-sPLA2 liposome hydrolysis, primary screen | Q9NZ20 | QFRET BODIPY PC-A2 liposome hydrolysis, fluorescence | inhibition, % at 12.2 µM | 0.56% of 370,000 active | AID 743126;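 active = inhibition above mean plus 3 SD of compounds lying within the high and low control bounds, cut at about 19% in these data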;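 note: 0% = median of test compound wells and 100% = no enzyme DMSO wells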
DAX1 inh-1: inhibits human nuclear receptor DAX1. inhibition, % at 6.75 µM. P51843. HEK293 Gal4-DAX1 luciferase reporter, luminescence. AID 504766. 0.99% of 340,000 active;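 active = inhibition above the mean over all tested compounds plus 3 SD, cut at about 4.2% in these data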;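 note: 0% = DAX1-transfected cells with DMSO and 100% = empty-vector control cells with DMSO; inhibition shows as a rise in luminescence from relieved DAX1 repression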
hgDAF-12 ag: hgDAF-12 agonism, primary luciferase screen; HEK293 GAL4-hgDAF12 UAS-luciferase reporter, agonist luminescence; normalized to butyrate control; activation, % at 6.8 µM; 1.8% of 370,000 active;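 active = activation above a cutoff set at the mean of all screened compounds plus 3 SD, cut at about 10% in these data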;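 note: 0% = DMSO wells and 100% = sodium butyrate wells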
ssDAF-12 act: activators of S. stercoralis DAF-12 nuclear receptor | HEK293 ssDAF-12/GRIP1 lit1-tk-luc reporter, luminescence; % of 3 µM dafachronic acid response | activation, % at 6.8 µM | 1% of 370,000 active | AID 652126;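 active = activation above the mean over all tested compounds plus 3 SD, cut at about 0.9% in these data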;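 note: 0% = DMSO-only wells and 100% = 3 µM delta7-dafachronic acid wells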
DAX1 inh-2: inhibitors of DAX1 repression of SF-1 activated StAR promoter. HEK293T StAR-luciferase reporter, SF-1/DAX-1 repression relief. inhibition, % at 6.8 µM. 1.1% of 370,000 active. AID 652010;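 active = inhibition above the mean over all tested compounds plus 3 SD, cut at about 3.6% in these data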;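 note: 0% = DAX-1 cells with DMSO and 100% = cells lacking DAX-1 with DMSO; higher inhibition means more luminescence from relief of DAX-1 repression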
SMARCA2 activ: increases SMARCA2 function in MMTV reporter cells; activation, % at 9.1 µM; 1% of 370,000 active; MG213 cells, MMTV-luciferase reporter, dexamethasone, overnight; in the data active = activation above about 7.8%;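 note: 0% = vehicle wells and 100% = reference activator wells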
GAA850 FXN act: frataxin GAA850 promoter activation; 0.56% of 360,000 active; activation, % at 6 µM; HEK293 lucGAA850 FXN promoter luciferase reporter, 24 h; percent of 10 µM SAHA response;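 active = activation above the average of all compounds screened plus 3 SD, cutoff fixed separately per campaign, cut at about 7.5% in these data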;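 note: 0% = DMSO wells and 100% = 10 µM SAHA wells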
proKLK7 act: activates the human kallikrein-7 zymogen. 0.9% of 370,000 active. P49862. purified proKLK7, EDANS-DABCYL substrate fluorescence; 100% is mature enzyme control, 0% vehicle. activation, % at 7 µM;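 active = activation above the mean of all tested compounds plus 3 SD, computed per campaign excluding outliers beyond control limits, cut at about 13% in these data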
* = called active by the depositor; nt = no result given.

SMILES	GC-B act	GC-A act	hcDAF-12 act	sPLA2-III inh	DAX1 inh-1	hgDAF-12 ag	ssDAF-12 act	DAX1 inh-2	SMARCA2 activ	GAA850 FXN act	proKLK7 act
COc1ccc(OC)c(C(=O)NC(CC(N)=O)c2ccc(NCc3ccc(F)c(F)c3)c([N+](=O)[O-])c2)c1 (stereo not given)	1	1	-0.2	5	0.0	0.1	-1.3	-0.1	-1	0.9	-0.6
CCN(C(=O)COC(=O)CNC(=O)c1ccc2ccccc2c1)C1CCS(=O)(=O)C1 (stereo not given)	-6	0	-1.8	-4	0.3	0.7	-0.7	-0.5	4	-1.6	-0.3
CCOC(=O)C1CCN(C(=O)CNS(=O)(=O)c2ccc(Br)s2)CC1	3	3	-0.7	-2	0.5	-1.2	-1.5	-0.6	-1	-1.6	0.0
CCCCN(CC)S(=O)(=O)c1ccc(C(=O)N(CCCN(C)C)c2nc3cc(C)cc(C)c3s2)cc1	-3	-6	3.9	-13	0.9	2.0	-0.9	1.0	-2	-0.4	-1.1
O=C(COC(=O)c1ccccc1Br)Nc1ccc2[nH]c(=O)[nH]c2c1	-3	5	-1.9	16	0.5	1.5	-0.5	0.9	-2	0.2	0.3
Cc1cc([N+](=O)[O-])cc2c1NC(=O)C2(O)N1CCCCCC1 (stereo not given)	4	-1	-2.2	19	-1.1	-1.4	-1.0	-0.5	-3	-0.8	-0.7
COc1ccc2[nH]c3c(c2c1)CCN[C@]31C(=O)N(C)c2ccc(Br)cc21	0	-2	4.5	-10	nt	-1.7	1.1*	-0.6	1	nt	0.4
O=C1CN(C(=O)COc2ccc(Br)cc2)c2ccccc2N1	-4	4	-1.6	-1	0.9	-2.9	-1.2	-1.5	1	0.1	-0.2
c1ccc(C[C@H]2CNCCN2CCc2cccc3ccccc23)cc1	-15	-5	0.3	8	1.3	0.3	-0.6	-0.1	1	0.7	-0.5
O=C(Cc1ccc(Br)cc1)NCCc1ccc(Cl)cc1Cl	2	-1	-2.3	2	0.9	-2.3	-1.1	-0.3	-4	2.8	0.7
S=C(c1c[nH]c2ccccc12)N1CCOCC1	-3	2	0.7	9	-0.9	2.7	-1.8	-0.2	0	1.0	0.7
Cc1cc(C)c(NC(=O)/C(C#N)=C/c2ccc(OCc3ccc(F)cc3)cc2)c(C)c1	-2	0	-0.7	0	-1.1	-0.5	-1.4	0.2	1	0.7	0.2

Entries of single compounds, looked up by structure. Screens in order: GC-B act, GC-A act, hcDAF-12 act, sPLA2-III inh, DAX1 inh-1, hgDAF-12 ag, ssDAF-12 act, DAX1 inh-2, SMARCA2 activ, GAA850 FXN act, proKLK7 act
Profile of O=C(COC(=O)c1ccccc1Br)Nc1ccc2[nH]c(=O)[nH]c2c1 : -3, 5, -1.9, 16, 0.5, 1.5, -0.5, 0.9, -2, 0.2, 0.3
Profile of Cc1cc([N+](=O)[O-])cc2c1NC(=O)C2(O)N1CCCCCC1 (stereo not given) : 4, -1, -2.2, 19, -1.1, -1.4, -1.0, -0.5, -3, -0.8, -0.7

The listing picks up, repeating the three entries before the break.
SMILES	GC-B act	GC-A act	hcDAF-12 act	sPLA2-III inh	DAX1 inh-1	hgDAF-12 ag	ssDAF-12 act	DAX1 inh-2	SMARCA2 activ	GAA850 FXN act	proKLK7 act
O=C(Cc1ccc(Br)cc1)NCCc1ccc(Cl)cc1Cl	2	-1	-2.3	2	0.9	-2.3	-1.1	-0.3	-4	2.8	0.7
S=C(c1c[nH]c2ccccc12)N1CCOCC1	-3	2	0.7	9	-0.9	2.7	-1.8	-0.2	0	1.0	0.7
Cc1cc(C)c(NC(=O)/C(C#N)=C/c2ccc(OCc3ccc(F)cc3)cc2)c(C)c1	-2	0	-0.7	0	-1.1	-0.5	-1.4	0.2	1	0.7	0.2
CCOc1ccc(C(C)NC(=S)NCc2ccc(Cl)cc2)cc1 (stereo not given)	-4	-3	-1.5	-21	3.3	0.2	-0.3	0.5	-4	0.1	-0.5
Cc1ccc(S(=O)(=O)N2CCN(C(=O)Cc3c(F)cccc3Cl)CC2)cc1	3	-2	0.2	-1	1.7	0.6	-1.3	0.7	-1	0.6	-0.9
Cc1cccc(NC(=O)C2(C)CC3c4ccccc4C2c2ccccc23)c1C (stereo not given)	1	1	2.9	-8	-0.8	-0.8	-1.5	-0.3	-2	1.8	0.2
O=c1[nH]c(CSc2ccccn2)nc2c1oc1ccccc12	-2	-2	4.2	5	-1.2	12*	-0.2	4.4*	7.8*	-0.9	-1.2
CCCn1c(N)c(N(CCOC)C(=O)c2ccc(N3CCCC3=O)cc2)c(=O)[nH]c1=O	0	3	2.0	12	1.5	1.4	-0.3	1.4	1	0.5	0.2
COc1ccc(CNC(=O)CCCn2nc(C)c3c(C)n(-c4ccc(C)cc4)nc3c2=O)cc1OC	-14	-4	-3.0	2	-0.9	-2.5	-1.1	0.2	-2	2.0	-0.1
O=C(Nc1cc(S(=O)(=O)N2CCOCC2)ccc1Cl)c1ccc(=O)[nH]c1	1	0	1.4	-3	0.3	-1.3	-0.9	1.9	1	0.1	0.5
COc1ccc(CC(=O)n2nc(-c3ccc(Cl)cc3)nc2NCc2ccco2)cc1	-2	0	-0.4	-8	1.6	4.8	-1.0	1.0	4	3.1	0.5
O=C(NCc1ccc(F)cc1)c1ccccc1OCc1ccccc1	8	2	-3.7	-13	0.8	-3.7	-1.6	-0.2	-2	2.8	0.1
COc1ccc(-n2c(=O)c3c4c(sc3n(CC(=O)Nc3cc(C)[nH]n3)c2=O)CCC4)c(OC)c1	5	2	-0.2	-6	0.5	-1.7	-1.9	-0.1	-1	-1.9	0.5
Cc1ccc(CS(=O)(=O)Cc2ccc(C(=O)NCC3CCCO3)o2)cc1 (stereo not given)	-3	2	-2.0	6	-0.8	-1.8	-1.7	0.1	-3	-1.1	0.1
CC1(C)Oc2ccc(C(=O)N3CCCC3)cc2N(CC(=O)NCc2ccccc2)C1=O	-2	-1	1.6	5	0.1	-1.4	-0.9	-0.4	0	-0.5	-0.1
CCCCC1Cc2[nH]c(=S)[nH]c(=O)c2C(c2ccc(C(C)C)cc2)O1 (stereo not given)	-2	-2	1.5	-2	nt	0.3	0.2	1.6	-2	nt	-0.8
O=C1C2C3C=CC(C3)C2C(=O)N1c1ccc(N2CCN(c3ccccn3)CC2)c([N+](=O)[O-])c1 (stereo not given)	2	5	-2.8	-13	-2.1	-4.9	-2.1	-2.6	-5	-1.7	0.3
COc1ccc(N2C(S)=C(C#N)C(=O)NC23CCCCC3)cc1	-2	3	0.1	13	2.7	4.5	-1.6	0.7	5	1.8	0.6
Cc1ccc(NC(=O)c2cnccn2)c(OC(F)F)c1	-3	-2	-1.1	5	-1.3	-0.1	-1.8	-0.1	-1	0.4	0.1
COc1cc(NC(=S)N2CCN(CCO)CC2)cc(OC)c1	-4	6	-0.3	6	1.5	-0.9	-2.1	0.1	0	0.8	0.1
COc1ccccc1/C=C(/NC(=O)c1ccc(Cl)cc1Cl)C(=O)O	0	3	-0.3	1	-0.3	-0.2	0.0	-0.6	-1	-1.0	1.1
CCC(C)N(C(=O)COC(=O)c1nc2nc(C)cc(C)n2n1)C1CCS(=O)(=O)C1 (stereo not given)	-4	3	0.3	12	-0.9	-2.4	-0.9	1.5	-3	2.6	-0.5
CC(C)CCN1C(=O)c2ccccc2C1c1nnnn1C(C)C (stereo not given)	0	0	-2.8	-4	nt	-2.8	-2.0	-1.1	1	nt	-0.2
CCC(C)NC(=O)C1c2cc(OC)c(OC)cc2C(=O)N(C)C1c1ccc(OC)cc1 (stereo not given)	-11	-18	-1.6	-4	-1.4	8.4	-1.4	0.0	1	0.9	0.1
CC1(C)Cc2c(c(N3CCCC3)nc3sc4c(N5CCN(CCO)CC5)ncnc4c23)CO1	9	16	-4.6	-10	-1.1	-1.8	-1.9	-0.9	1	5.0	-19
CCCCNC(=O)C1CCN(S(=O)(=O)N2CCCCCC2)CC1	-1	1	5.9*	0	-1.3	0.0	0.0	0.5	-2	-1.9	0.0
CNc1ccccc1C(C)(C)c1cc(-c2ccc(F)cc2)no1	2	5	-2.8	-1	-2.5	-5.5	-2.3	-2.5	-7	-0.9	-0.1
CC1CCCCN1CCCNC(=O)CN1C(=O)CSc2ccc(S(=O)(=O)N3CCOCC3)cc21 (stereo not given)	-2	5	0.4	0	0.1	2.8	-0.4	0.2	-3	3.5	-0.3
O=C(Nc1cccc(S(=O)(=O)NC2=NCCC2)c1)c1ccc(F)cc1	1	2	-2.4	1	-1.5	-2.1	-1.4	-1.8	-3	-1.7	0.1
CCc1noc(C)c1C(=O)N1CC(C)OC(C)C1 (stereo not given)	4	9	-0.9	2	2.0	1.3	-1.2	-0.2	2	-1.0	0.0
Cc1cc2c(=O)cc(-c3ccccc3)oc2c(C(=O)O)c1C	-7	4	-1.4	10	nt	-3.6	-0.6	-0.2	-3	nt	5.9
O=C1C2C3C=CC(CC3)C2C(=O)N1c1ccc(Br)cc1 (stereo not given)	0	0	-0.4	12	0.9	0.5	-1.3	1.6	-9	0.7	-0.3
N=c1c2c3c(sc2ncn1CCCO)CCCC3	-3	11	-1.4	3	0.8	2.2	-0.1	0.5	1	1.4	-0.2
COc1ccc(Nc2nc(N/N=C/c3ccc(N(C)C)cc3)nc(C)c2[N+](=O)[O-])cc1	-8	-3	2.4	13	-0.4	-1.2	-1.9	-0.7	-3	2.9	-0.2
CCN(CC)S(=O)(=O)c1cccc(NC(=O)c2ccc(Sc3nncn3C)c([N+](=O)[O-])c2)c1	-1	3	-1.9	-27	-0.4	-2.0	-1.0	-1.3	-2	0.3	-0.3
COc1ccc(/C=C/C(=O)OCC(=O)N2CCc3ccccc32)cc1	-1	-1	-0.4	2	0.8	1.6	-0.9	-0.7	6	1.3	-0.6
CCCn1c(SCC(=O)N(CC)c2c(N)n(Cc3ccccc3)c(=O)[nH]c2=O)nnc1-c1ccncc1	2	1	-1.8	9	-0.6	4.1	-1.1	-2.0	0	0.0	-0.2
CC(CCN1CCN(c2ccccc2)CC1)c1ccccc1 (stereo not given)	1	-3	-0.8	-2	0.7	-0.6	-1.1	0.1	-2	1.8	0.5
COc1cccc2cc(C(=O)C3=C(O)C(=O)N(CCN4CCOCC4)C3c3ccc(C(C)(C)C)cc3)oc12 (stereo not given)	-1	3	0.1	-12	-0.9	4.7	-1.5	1.2	-1	-0.7	-0.3
COC(=O)C[N+](C)(C)CC#Cc1ccccc1	1	3	-2.9	1	-0.3	-1.3	-0.7	-0.3	0	1.7	-1.1
CCCOc1ccc(/C=N/NC(=O)c2c(-c3ccccc3)noc2C)cc1OC	4	-1	-0.3	1	0.2	-1.1	-0.3	-2.7	1	-0.3	-0.4

This is a random part of the collection; about 6.7% have a hit in one of these screens.
